Bioassay records: PubChem, several laboratories
AHR act – activates the human aryl hydrocarbon receptor; AHR-responsive luciferase reporter cells, luminescence; activation, % at 5 µM; 320,000 compounds, 2.5% hits; P35869; AID 2796; in the data active = activation above about 47%;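 note: 0% = vehicle wells and 100% = reference agonist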
Fam108B counter – Fam108B inhibition, counter-screen for RBBP9 inhibitors | AID 1947 | recombinant Fam108B, FP-Rh probe fluorescence polarization | inhibition, % at 9.51 µM | 300,000 compounds, 0.33% hits;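 active = inhibition above the screen mean inhibition plus 3 SD, computed separately per campaign, cut at about 18% in these data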;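 note: inhibitors lower polarization as less probe binds the enzyme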
MCL1 BIM primary – MCL1-BIM-BH3 interaction inhibition (human); Q07820; GST-MCL1 / FITC-Bim-BH3 fluorescence polarization; inhibition, % at 10.9 µM; 320,000 compounds, 0.68% hits; AID 2057;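 active = inhibition above the mean inhibition of all tested compounds plus 3 SD, set per campaign, cut at about 40% in these data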;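 note: 0% = DMSO wells and 100% = unlabeled Bim-BH3 peptide control; higher means more loss of mP so more displacement of Bim peptide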
PME-1 inh – blocks human protein phosphatase methylesterase 1. AID 2130. inhibition, % at 5.9 µM. Q9Y570. 320,000 compounds, 0.53% hits. recombinant PME-1, FP-Rh probe fluorescence polarization;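 active = inhibition above the campaign mean of all compounds plus 3 SD, cut at about 26% in these data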;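 note: competitive labeling of PME-1 active site by serine hydrolase directed probe; 0% = PME-1 with DMSO and 100% = wells lacking PME-1 enzyme; inhibitors block probe labeling so polarization falls and inhibition rises; many of its hits are not listed in these tables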
Target sequence (Q9Y570 whole entry, looked up): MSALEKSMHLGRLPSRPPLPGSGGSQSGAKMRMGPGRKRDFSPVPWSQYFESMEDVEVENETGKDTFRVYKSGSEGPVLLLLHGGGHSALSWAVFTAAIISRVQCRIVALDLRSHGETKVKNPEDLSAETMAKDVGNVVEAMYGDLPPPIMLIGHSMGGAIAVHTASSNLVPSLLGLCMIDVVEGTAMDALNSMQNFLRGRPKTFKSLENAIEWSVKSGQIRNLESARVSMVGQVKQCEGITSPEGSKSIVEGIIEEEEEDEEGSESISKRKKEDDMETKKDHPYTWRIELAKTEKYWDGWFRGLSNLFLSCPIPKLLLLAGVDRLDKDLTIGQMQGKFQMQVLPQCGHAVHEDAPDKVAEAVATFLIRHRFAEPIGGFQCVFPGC
Bcl-xL primary – blocks human Bcl-xL binding to Bim BH3 peptide. Q07817. GST-Bcl-xL / FITC-Bim BH3 peptide fluorescence polarization. inhibition, % at 10.9 µM. 320,000 compounds, 0.7% hits. AID 2129;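 active = inhibition above the mean of all tested compounds plus 3 SD, cutoff set per campaign, cut at about 30% in these data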;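 note: 0% = DMSO wells and 100% = unlabeled Bim-BH3 peptide competitor; inhibitors lower millipolarization by displacing the labeled peptide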
PAFAH1B2 inh – PAFAH1B2 (human) inhibition | recombinant PAFAH1B2, FP-rhodamine activity probe, fluorescence polarization | inhibition, % at 3.39 µM | P68402 | AID 492953 | 340,000 compounds, 1.2% hits;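 active = inhibition above the mean of all tested compounds plus 3 SD, cut at about 24% in these data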;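 note: 0% = enzyme with DMSO and 100% = wells lacking PAFAH1B2; many of its hits are not listed in these tables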
MEX-5 binding – C. elegans MEX-5 TCR-2 RNA binding activity; MEX-5/FITC-TCR2 RNA binding, fluorescence polarization; stronger effect = lower value; activity score (negative = inhibition of binding), % at 10 µM; 300,000 compounds, 0.38% hits; AID 1832;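 active = inhibition past about -25% in most replicates, and total fluorescence under double the plate's negative control median, limit read from the data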;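 note: 0% = DMSO and -100% = 5 µM competing unlabeled TCR2 RNA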
GLD-1 RNA inh – GLD-1-TGE RNA interaction inhibition (C. elegans); purified GLD-1 + fluorescein TGE RNA, fluorescence polarization; inhibition, % at 5.96 µM; 320,000 compounds, 0.44% hits; AID 2280;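 active = percent inhibition above a per-plate cutoff, the plate mean of test compounds plus 3 SD, cut at about 30% in these data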;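 note: 0% = DMSO wells with GLD-1 and probe and 100% = wells lacking GLD-1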
pPAFAH FP inh – inhibitors of human plasma PAF acetylhydrolase (pPAFAH); recombinant pPAFAH, FP-rhodamine probe fluorescence polarization; inhibition, % at 3.39 µM; 330,000 compounds, 1.5% hits; AID 463082;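 active = inhibition above the mean inhibition across the screen plus 3 SD, cut at about 25% in these data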;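 note: inhibitors block binding of the rhodamine activity-based probe so polarization drops; 0% = enzyme with DMSO and 100% = wells lacking pPAFAH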
Target sequence (Q13093 whole entry, looked up): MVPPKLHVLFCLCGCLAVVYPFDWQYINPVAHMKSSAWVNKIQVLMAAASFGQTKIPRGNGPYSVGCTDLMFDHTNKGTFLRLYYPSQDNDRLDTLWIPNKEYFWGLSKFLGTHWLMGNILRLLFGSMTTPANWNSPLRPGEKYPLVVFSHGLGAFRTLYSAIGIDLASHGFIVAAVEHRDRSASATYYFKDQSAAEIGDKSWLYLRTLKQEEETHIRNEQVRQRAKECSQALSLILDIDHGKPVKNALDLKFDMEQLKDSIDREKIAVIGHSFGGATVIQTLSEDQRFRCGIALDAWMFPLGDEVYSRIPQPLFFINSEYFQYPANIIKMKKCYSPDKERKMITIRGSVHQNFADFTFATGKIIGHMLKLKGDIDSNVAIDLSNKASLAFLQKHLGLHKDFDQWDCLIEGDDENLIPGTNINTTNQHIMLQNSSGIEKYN
* = called active by the depositor; . = not tested or not shown. A portion of the library, so the mix of outcomes need not match the whole.

Structure	AHR act	Fam108B counter	MCL1 BIM primary	PME-1 inh	Bcl-xL primary	PAFAH1B2 inh	MEX-5 binding	GLD-1 RNA inh	pPAFAH FP inh
COC(=O)CN1C(=S)N(c2ccc(Cl)cc2)C(=O)C1CC(=O)Nc1ccccc1 (stereo not given)	1	-4	2	2	-1	-2	2.5	3	-5
O=C1N(Cc2ccc(F)cc2)CCN1c1ccc(F)cc1	-2	2	2	2	-1	-1	-1.0	2	5
CN(CC(=O)N1CCc2ccccc2C1)S(=O)(=O)c1ccc2c(c1)c(=O)n(C)c(=O)n2C	2	1	6	2	6	0	.	5	0
COc1ccc(OC)c(N2C(=O)C(Cl)=C(N3CCOCC3)C2=O)c1	1	0	1	1	4	2	-0.1	4	4
Cc1ncc([N+](=O)[O-])n1CC(=O)NCc1ccccc1	0	-1	4	1	8	-2	.	-9	4
O=C(OCCCN=C1NS(=O)(=O)c2ccccc21)c1ccc(F)cc1	-2	-1	3	-5	2	3	-3.4	4	0
Cc1ccc(S(=O)(=O)N2CCN(CC(O)COc3ccccc3)CC2)cc1 (stereo not given)	-4	2	6	7	5	14	-2.8	2	6
CC(=O)NNc1cc(C)nc(NS(=O)(=O)c2ccc(C)cc2)n1	1	5	4	-1	5	-4	-2.9	5	3
NC(=O)C1CCN(C(=O)CC2(CC(=O)O)CCCC2)CC1	1	3	9	5	8	5	1.6	-2	6
COCCN(C(=O)COC(=O)CCC1CCCC1)c1c(N)n(Cc2ccccc2)c(=O)[nH]c1=O	0	0	-7	5	-1	4	-0.9	10	1
Cc1oc(-c2ccccc2F)nc1CS(=O)CC(=O)NCc1ccc(F)cc1 (stereo not given)	1	-1	3	-7	-1	6	-2.9	-8	0
CCC(=O)Oc1ccc(C(=O)Nc2ccc3c(c2)C(=O)N(C2CCCCC2)C3=O)cc1	1	-4	8	2	3	-8	1.6	-3	-3
Cn1nc(C(C)(C)C)cc1C(=O)Sc1cccc(Br)c1	-1	-2	5	-4	2	7	0.0	5	-1
O=C(Cc1ccc(Br)cc1)OCC(=O)c1ccc2c(c1)OCCO2	3	2	4	-3	4	-1	0.3	4	19
CCN(CC)C(=O)c1ccc2c(c1)N(Cc1ccccc1)C(=O)CS2=O (stereo not given)	0	0	7	1	0	2	0.2	2	3
O=C(CCc1ccc(S(=O)(=O)NC2CCCCC2)cc1)NCc1ccc(Cl)cc1	-1	3	4	1	3	7	1.3	4	17
CCOC(=O)C1=C(C)N(CC(C)C)C(=O)/C1=C\c1cccs1	-2	1	9	-5	2	7	-4.5	4	3
O=S(=O)(NCCCNS(=O)(=O)c1c(F)cccc1F)c1ccc2c(c1)OCCO2	1	.	6	4	1	5	.	-3	4
O=C1CCCN1c1cc(Cl)ccc1Cl	1	-2	3	-1	2	2	0.1	-5	2
Cc1noc(C)c1C(=O)NCc1ccccc1F	1	-3	6	2	-1	4	3.1	-4	-1

Structure	AHR act	Fam108B counter	MCL1 BIM primary	PME-1 inh	Bcl-xL primary	PAFAH1B2 inh	MEX-5 binding	GLD-1 RNA inh	pPAFAH FP inh
COc1ccc(NC(=O)/C(C#N)=C/c2ccc[nH]2)c(OC)c1	25	0	9	6	21	-3	-0.3	-5	4
CCc1ccc(C(=O)Nc2ccc(S(=O)(=O)Nc3nc(C)cc(C)n3)cc2)o1	5	-2	-2	2	4	-7	0.2	-4	1
CC1(C)S[C@@H]2[C@H](NC(=O)COc3ccccc3)C(=O)N2C1C(=O)OCC1CCCCC1 (stereo not given in full)	-2	-7	5	-11	4	11	-0.1	1	7
COc1cc(C(=O)Nc2ccc(N(C)C)cc2)cc(OC)c1OC	30	0	8	6	4	0	2.7	-2	2
O=C(NCCc1csc(-c2ccccc2)n1)c1ccccc1F	-1	0	12	7	10	2	0.1	3	1
Cc1ccc(CN(Cc2ccccc2)C(=S)Nc2ccccc2C)o1	3	-2	3	-3	6	-2	0.5	-2	5
O=C(Nc1cccc(F)c1)C1CCCN1S(=O)(=O)c1cccc2cccnc12 (stereo not given)	6	2	-5	-6	-2	5	-1.8	-2	0
O=C(OCN1C(=O)c2ccccc2C1=O)c1ccccc1	-2	0	-1	3	1	6	-1.5	0	0
COCC(C)n1c(C)cc(C(=O)CSc2cc(C)c3ccccc3n2)c1C (stereo not given)	44	3	8	1	2	9	-1.3	4	2
O=C(Nc1ccccc1N1CCOCC1)c1cccc(S(=O)(=O)N2CCOCC2)c1	1	.	8	3	1	1	.	-2	-3
CC(Nc1cc(N2CCN(C(=O)C(C)(C)C)CC2)ccc1[N+](=O)[O-])c1ccccc1 (stereo not given)	3	2	-3	-6	2	0	1.0	3	10
O=C(COC(=O)C1CCC1)NCCc1ccc(Cl)cc1Cl	1	2	0	6	9	3	-0.6	-2	3
Cc1cc(NC(=O)CCC(=O)N(CC(=O)NC2CCCC2)Cc2ccco2)no1	0	2	5	0	7	4	0.3	-9	1
COCc1c(C(=O)N/N=C/c2ccc(C)o2)nnn1-c1nonc1N	10	-2	3	-9	5	2	2.3	2	2
COc1ccc(S(=O)(=O)N2CCOCC2)cc1NC(=O)c1ccc2c(c1)OCO2	1	.	3	-4	6	-2	.	11	-2
O=C(O)CSCC(=O)NCc1csc2ccc(Cl)cc12	0	-1	4	-5	-2	.	-1.5	-5	-1
O=C(CN1C(=O)NC2(CCCc3ccccc32)C1=O)N1CCN(C(=O)c2ccco2)CC1 (stereo not given)	-3	-4	6	8	5	2	2.6	3	2
O=C(N/N=C/c1cccc(Br)c1)C1CC(=O)N(c2ccccc2)C1 (stereo not given)	12	1	3	-5	2	1	0.7	2	4
OCC1CCCN(Cc2ccc(-c3ccccc3)cc2)C1 (stereo not given)	1	0	-1	1	4	4	0.5	9	-5
COc1cc(S(=O)(=O)NC2CCCC2)ccc1-n1cnnn1	-1	-1	5	-4	6	3	1.0	9	1

Structure	AHR act	Fam108B counter	MCL1 BIM primary	PME-1 inh	Bcl-xL primary	PAFAH1B2 inh	MEX-5 binding	GLD-1 RNA inh	pPAFAH FP inh
Cc1ccc(S(=O)(=O)/N=C/N(C)C)cc1	-2	7	9	1	1	-3	-4.6	4	0
O=C(c1c(Cl)cccc1Cl)N1CCN(c2ccccn2)CC1	0	-1	9	9	3	1	0.4	4	-5
CC1=CC(C)(C)NC(=S)N1c1ccc(C)cc1C	0	1	14	-2	6	4	0.4	12	5
COc1ccc(/C=N\NC(=O)COc2ccccc2Cl)cc1Cn1nc(C)cc1C	0	-4	-4	0	-1	0	-1.2	-1	3
O=C(C[C@H]1C/C=C\CC[C@H](Cc2ccc(F)cc2)C(=O)OC[C@H]2CCCN2C1=O)NCCO	1	.	.	.	.	6	.	5	2
Cc1cc2ccc(C)c(C)c2nc1SCC#N	6	3	4	-4	-1	8	.	3	3
Cc1cc(=O)oc2cc(NC(=O)c3cccc(S(=O)(=O)N(C)C)c3)ccc12	7	-8	2	-2	-1	-2	-1.3	8	4
CCCCc1nnc(NC(=O)CSc2nc(N)cc(=O)[nH]2)s1	-1	-1	4	0	1	3	-2.8	-1	3
CC1(c2ccc3noc(-c4ccc(Cl)cc4)c3c2)OCCO1	13	0	5	1	6	-3	-2.6	-5	6
CCOC(=O)C1(Cc2ccccc2)CCN(Cc2cccc3c2OCO3)CC1	8	2	2	0	2	0	1.7	-2	7
COc1ccc(-c2[nH]ncc2CNCCc2ncccc2C)cc1F	0	-6	2	-7	-1	1	3.2	-3	-6
CN(c1ccccc1)S(=O)(=O)c1ccc(Cl)c(C(=O)Nc2ccc(N3CCOCC3)cc2)c1	8	0	0	2	-3	0	0.1	-1	3
Cc1ccc(S(=O)(=O)Nc2ccccc2C(=O)NCC2CCCO2)cc1 (stereo not given)	1	-2	1	1	4	.	1.3	0	5
O=C(c1ccco1)N1CCN(Cc2cc(=O)c(OCc3ccccc3)co2)CC1	2	-1	5	2	5	1	0.4	-7	3
O=C(Cc1csc(NC(=O)Nc2cccc(Cl)c2)n1)NC1CCCC1	20	1	-1	11	4	2	1.7	2	-2
COc1ccc(Cc2nnc3c4cnn(C)c4ncn23)cc1	4	4	4	3	1	0	2.2	5	1
COc1ccc([C@H]2[C@H](C(=O)OC(C)(C)C)N3N=Cc4ccccc4C3C23C(=O)c2ccccc2C3=O)cc1OC (stereo not given in full)	15	0	-8	3	1	5	1.2	-1	2
COc1cc(NC(=O)COC(=O)CNC(=O)c2ccc(C)cc2)c(C)cc1[N+](=O)[O-]	33	-2	0	3	6	2	1.2	5	6
O=C(C[n+]1cc(Br)cc(Br)c1)c1ccc(-c2ccccc2)cc1	15	-1	0	-4	5	2	0.6	7	17
Cc1ccc(S(=O)(=O)N[C@@H](C)C(=O)N2CCC(C(=O)N[C@@H](Cc3ccccc3)C(=O)O)CC2)cc1	1	0	2	9	0	1	-5.2	3	5

Structure	AHR act	Fam108B counter	MCL1 BIM primary	PME-1 inh	Bcl-xL primary	PAFAH1B2 inh	MEX-5 binding	GLD-1 RNA inh	pPAFAH FP inh
CCC(NC(=O)OC(C)(C)C)C(=O)Oc1ccc2c3c(c(=O)oc2c1)CCC3 (stereo not given)	-5	-1	6	-3	-10	2	0.1	5	6
CCc1cc2c(CN(C)Cc3ccccc3F)cc(=O)oc2cc1O	10	-5	-5	-2	7	28*	1.1	17	0
Cc1ccc(NC(=O)/C=C/c2cccc(C(F)(F)F)c2)cc1	0	-4	6	-11	3	2	2.4	3	6
COc1ccccc1-c1cc(C(=O)NCc2ccc(Cl)cc2)no1	-6	-5	0	-14	1	1	1.9	1	-15
